M4 PAM: positive allosteric modulators of human muscarinic M4 receptor. P08173. CHO-K1 hM4/Gqi5, Fluo-8 calcium fluorescence, ACh EC20; 0% = ACh EC20, 100% = maximal ACh. activation, % at 3 µM. 0.4% of 360,000 active. AID 624126;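 active = activation above its plate's cutoff, the mean activation of sample wells plus 3 SD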; also: some results filed as inactive read as strong as hits
Target sequence (P08173 whole entry, looked up): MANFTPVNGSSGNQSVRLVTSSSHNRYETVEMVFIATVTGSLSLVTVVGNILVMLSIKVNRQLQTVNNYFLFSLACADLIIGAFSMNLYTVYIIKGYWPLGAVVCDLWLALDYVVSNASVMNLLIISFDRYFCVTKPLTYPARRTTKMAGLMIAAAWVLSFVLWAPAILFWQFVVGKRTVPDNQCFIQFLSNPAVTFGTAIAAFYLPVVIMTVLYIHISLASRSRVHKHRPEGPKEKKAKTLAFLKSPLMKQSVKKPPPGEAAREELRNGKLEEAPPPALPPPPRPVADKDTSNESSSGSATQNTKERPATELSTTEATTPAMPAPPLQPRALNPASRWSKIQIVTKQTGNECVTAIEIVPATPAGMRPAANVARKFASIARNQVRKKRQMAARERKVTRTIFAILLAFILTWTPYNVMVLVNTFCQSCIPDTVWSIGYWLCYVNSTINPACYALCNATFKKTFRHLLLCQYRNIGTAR
CHRM5 antagonist: blocks acetylcholine activation of human M5 receptor; inhibition, % at 3 µM; P08912; CHO-hM5 cells, Fluo-8 calcium fluorescence, ACh EC80; 0.59% of 360,000 active; AID 624040;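 active = inhibition above a per-plate cutoff, the mean of that plate's test compounds plus 3 SD, cut at about 27% in these data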;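 also: 0% = acetylcholine EC80 with DMSO and 100% = DMSO without agonist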
CHRM4 antagonist: blocks acetylcholine activation of human M4 receptor | 0.73% of 360,000 active | inhibition, % at 3 µM | P08173 | AID 624125 | CHO-hM4 cells, ACh EC80, Fluo-8 calcium fluorescence;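 active = inhibition above its plate's cutoff, the mean inhibition of sample wells plus 3 SD, cut at about 27% in these data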;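 also: 0% = acetylcholine EC80 with DMSO and 100% = DMSO without agonist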
CHRM1 antagonist: antagonists of human M1 muscarinic receptor | CHO-K1 hM1, Fluo-8 calcium fluorescence, ACh EC80 antagonist | inhibition, % at 3 µM | 1.3% of 360,000 active | AID 588852;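 active = percent inhibition above its own plate's cutoff, namely the mean of that plate's compound wells plus 3 SD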;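 also: peak over basal fluorescence ratio during 140 s after agonist addition; 0% = ACh EC80 plus DMSO and 100% = DMSO alone without agonist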
Target sequence (P11229 whole entry, looked up): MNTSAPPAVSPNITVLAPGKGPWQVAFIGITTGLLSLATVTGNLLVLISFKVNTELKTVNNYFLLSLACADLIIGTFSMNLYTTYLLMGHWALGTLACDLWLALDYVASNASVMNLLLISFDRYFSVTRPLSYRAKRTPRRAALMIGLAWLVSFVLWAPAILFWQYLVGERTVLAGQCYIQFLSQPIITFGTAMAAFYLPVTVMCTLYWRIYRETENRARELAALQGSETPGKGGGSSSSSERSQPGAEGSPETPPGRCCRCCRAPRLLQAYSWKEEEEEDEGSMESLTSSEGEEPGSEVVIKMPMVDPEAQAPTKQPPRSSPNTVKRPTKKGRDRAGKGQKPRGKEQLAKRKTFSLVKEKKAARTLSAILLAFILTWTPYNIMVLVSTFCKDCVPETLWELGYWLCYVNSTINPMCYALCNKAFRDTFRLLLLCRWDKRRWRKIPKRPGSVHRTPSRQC
CRFR2-BP ag: agonists of human CRF-binding protein/CRF-R2 receptor complex; activation, % at 13.2 µM; HEK293 CRF-R2/CRF-BP, calcium dye fluorescence (FLIPR); percent of saturating CRF peptide response; AID 588473; 0.46% of 350,000 active;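 active = activation of at least 50%, plus an integration ratio under a set limit after plate pattern correction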;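 also: plate controls were neutral control wells without compound for no effect and CRF at EC100 for full effect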
M4 ag: CHRM4 agonism in calcium assay; CHO-K1 hM4/Gqi5, Fluo-8 calcium fluorescence; vehicle 0%, full acetylcholine response 100%; P08173; activation, % at 3 µM; 0.14% of 360,000 active;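 active = activation above the run mean over all test wells plus 3 SD, cut at about 32% in these data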;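 also: peak over basal fluorescence ratio per well then scaled between controls; 0% = DMSO wells and 100% = acetylcholine at EC100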
M5 PAM: potentiates acetylcholine response at human M5 receptor | P08912 | 0.3% of 360,000 active | activation, % at 3 µM | CHO-K1 hM5, Fluo-8 calcium, ACh EC20 PAM; 0% = ACh EC20, 100% = ACh EC100 | AID 624038;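 active = activation above the run cutoff, the mean activation of all test compounds plus 3 SD, cut at about 18% in these data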
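Measured by: Fluo-8 calcium fluorescence; material: human M5 receptor in CHO-K1 cells; schedule: Post-acetylcholine fluorescence recording 140 s; benchmarks: low control EC20 acetylcholine (0%), high control EC100 acetylcholine (100%); read-out: Max/basal fluorescence ratio as % of EC20–EC100 ACh window; compound: single dose, 3 µM nominal final test concentration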
M1 PAM: positive allosteric modulators of human M1 muscarinic receptor. P11229. CHO-K1 hM1, Fluo-8 calcium fluorescence, ACh EC20; 0% = ACh EC20, 100% = maximal ACh. activation, % at 3 µM. 0.088% of 360,000 active; in the data active = activation above about 19%, passing the limit was not always enough
M5 ag: CHRM5 agonism in calcium assay; P08912; CHO-K1 hM5 cells, Fluo-8 calcium fluorescence; 0% DMSO wells, 100% maximal acetylcholine response; activation, % at 3 µM; 0.19% of 360,000 active;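 active = activation above the run's mean over test compounds plus 3 SD, cut at about 23% in these data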;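 also: signal is peak over basal fluorescence ratio across the kinetic read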
* marks the source's active call; other numbers are inactive results; / = no result given.

SMILES	M4 PAM	CHRM5 antagonist	CHRM4 antagonist	CHRM1 antagonist	CRFR2-BP ag	M4 ag	M5 PAM	M1 PAM	M5 ag
CC1CCN(C(=O)CN(c2ccccc2)S(=O)(=O)N(C)C)CC1	-5	-1	12	9	-3.9	0	-2	-2	-8
COc1ccc(CCNC(=O)C2CC(c3ccc(C(F)(F)F)cc3)=NO2)cc1 (centres undefined)	-3	9	-4	1	-1.7	11	-12	0	8
O=CNc1cc(-c2cccc(O)c2)cn2c(-c3ccc(F)cc3)cnc12	2	5	-2	-9	/	6	-7	6	-1
CC(C)(C)n1ncc2c(=O)n(CC(=O)N3CCCC3)cnc21	3	10	0	-13	-2.5	2	1	9	-3
Cc1ccsc1CN(C)C(=O)CN1C(=O)NC(c2ccccc2)(c2ccccc2)C1=O	-1	21	1	-2	1.0	8	-8	4	0
CC(C)N1CCCC(C)(C(=O)Nc2nc3ccccc3n2C)C1 (centres undefined)	-2	2	2	-5	/	1	-1	6	0
O=C(c1ccncc1)c1ccc(N2CCN(C3CC(=O)N(Cc4cccs4)C3=O)CC2)cc1 (centres undefined)	-15	7	5	-3	1.5	19	-32	-6	8
COc1cc(C(O)c2nc(-c3cc(F)cc(F)c3)cs2)ccc1F (centres undefined)	3	5	1	-4	/	4	-4	-2	1
CCN(CC)c1ccc(/C=C2\CCC(/C=C(/C#N)C(=O)Nc3ccccc3F)=C2N2CCOCC2)cc1	0	15	-2	-5	-1.8	0	0	2	0
C=C(C)c1cccc(C(C)(C)NC(=O)NCCN(CC)CC)c1	-26	52*	62*	83*	3.5	0	-35	-25	-18
CC(=O)c1c(C)[nH]c(C)c1C(C)=O	32*	-18	-8	-7	-0.4	1	27*	7	0
O=c1[nH]c(-c2ccccc2)cs1	-4	-5	-8	3	1.4	0	-1	0	-2
O=C(CSc1nc(=O)n(CCCN2CCOCC2)c2c1CCC2)Nc1ccc(F)cc1	1	-1	2	-12	-1.1	1	-5	7	-1
COc1ccc(C(C(=O)NC2CCCC2)N(C(=O)c2snc(C(N)=O)c2N)c2cc(C)ccc2OC)cc1OC (centres undefined)	0	13	9	-12	-0.1	1	-1	15	-1
C=CCn1c(CSc2nnc(-c3ccccc3)n2C)n[nH]c1=S	-3	1	0	-7	0.5	0	2	4	-4
O=C(CN1C2=NCCN2c2ccccc21)c1ccc(Br)cc1	-11	-3	4	-2	2.0	5	-1	1	-6
CC1CCC(NC(=O)COC(=O)CCC(=O)c2ccc(Cl)s2)CC1 (centres undefined)	15	0	-6	-22	0.5	2	3	10	4
COc1ccc(S(=O)(=O)/C(C#N)=C/Nc2cccc(F)c2)cc1	0	-3	-2	13	-1.2	5	2	-5	0
CC(C)(C)NC(=O)C(c1ccncc1)N(C(=O)CNC(=O)c1ccco1)c1ccc2c(c1)OCO2 (centres undefined)	0	0	2	-8	-1.1	1	4	6	-6
CC1CN(CCCCOc2ccc(F)cc2)CC(C)O1 (centres undefined)	10	10	-2	6	0.7	3	-1	-4	-5

Next section (2 carried over from the part before).
SMILES	M4 PAM	CHRM5 antagonist	CHRM4 antagonist	CHRM1 antagonist	CRFR2-BP ag	M4 ag	M5 PAM	M1 PAM	M5 ag
CC(C)(C)NC(=O)C(c1ccncc1)N(C(=O)CNC(=O)c1ccco1)c1ccc2c(c1)OCO2 (centres undefined)	0	0	2	-8	-1.1	1	4	6	-6
CC1CN(CCCCOc2ccc(F)cc2)CC(C)O1 (centres undefined)	10	10	-2	6	0.7	3	-1	-4	-5
Cc1cccc(NC(=O)c2sc(Cl)nc2C)c1C	7	3	-3	-5	-2.8	1	-3	5	-2
Cc1ccccc1-n1nnnc1SCC(=O)N(C)C1CCS(=O)(=O)C1 (centres undefined)	5	6	-8	-22	-2.2	1	3	13	1
CC(C)(C)c1ccc(OCCC(=O)OCC(=O)NC2CCS(=O)(=O)C2)cc1 (centres undefined)	-6	3	3	1	-0.4	10	1	1	6
CCOc1cc(C2C3=C(CCCC3=O)NC3=C2C(=O)CCC3)cc(Cl)c1O	1	1	1	-6	-2.2	1	-4	2	-3
COc1ccc(N2CC(C(=O)Nc3ccccc3C(=O)NC3CC3)CC2=O)cc1 (centres undefined)	5	13	0	-1	-0.2	2	-2	4	-4
COc1ccc(C(NC(=O)C(C)C)c2c(O)ccc3ccccc23)cc1 (centres undefined)	-5	9	-7	-4	-1.7	1	-2	4	-3
CCN(CC)C(=O)CSc1nc(O)cc(=O)n1-c1ccccc1OC	1	-1	5	-2	-0.4	0	1	7	0
Cc1cc(C)cc(CC(=O)N2CCC2(C)C(=O)NS(=O)(=O)c2ccc(C#N)cc2)c1 (centres undefined)	-5	0	1	11	/	1	1	-5	1
CCCCOC(=O)Cn1c(=N)n(CCN2CCOCC2)c2ccccc21	1	-4	-7	-11	4.5	1	-1	11	-3
CN(C)CCNc1ncnc2c1ncn2[C@H]1CN(CCc2ccccc2)C[C@@H](CO)O1	7	5	-18	-11	/	0	-6	19	4
CC1(C)C(C=C(Cl)Cl)C1C(=O)NC(O)C(=O)c1ccccc1 (centres undefined)	1	-6	-8	2	-0.2	0	-2	1	-7
Cc1cccc(OC(C)C(=O)NC2CCS(=O)(=O)C2)c1C (centres undefined)	4	-5	-3	-13	2.0	0	0	7	-1
Cc1noc(C)c1CSc1nc2sc(C)c(C)c2c(=O)n1-c1ccccc1	1	4	-13	-6	2.9	-1	7	0	-4
CC(C)N(CCNC(=O)COc1ccc2oc3c(c2c1)CCCC3)C(C)C	-12	26	7	14	0.5	1	-13	-14	-7
CCN(C(=O)/C=C/c1ccccc1)C1CCCCC1	0	1	-5	-17	2.8	-1	1	17	-4
Cc1ccc(NS(=O)(=O)c2cccc(C(=O)N3CCN(c4ncccn4)CC3)c2)cc1	6	18	4	-6	-2.1	5	-7	7	1
O=P(Cc1cc(Br)cc(Br)c1OCCO)(c1ccccc1)c1ccccc1	-20	9	5	16	0.2	7	-7	-4	-2
CC(C[N+](C)(C)C)OC(=O)C1(c2ccccc2)CCCC1 (centres undefined)	-44	42*	22	93*	-0.7	1	-32	-26	-22
C/C(Sc1nnc(Cc2ccccc2)o1)=C(/O)c1ccccc1	1	0	2	-3	-4.7	2	2	5	-1
C/C(Cc1ccccc1)=N\NC(=O)CNC(=O)c1ccc(Br)cc1	10	-1	-5	5	-2.1	0	15	-2	1

An excerpt from above in order of molar mass, low to high.
SMILES	M4 PAM	CHRM5 antagonist	CHRM4 antagonist	CHRM1 antagonist	CRFR2-BP ag	M4 ag	M5 PAM	M1 PAM	M5 ag
Cc1cccc(OC(C)C(=O)NC2CCS(=O)(=O)C2)c1C (centres undefined)	4	-5	-3	-13	2.0	0	0	7	-1
Cc1ccccc1-n1nnnc1SCC(=O)N(C)C1CCS(=O)(=O)C1 (centres undefined)	5	6	-8	-22	-2.2	1	3	13	1
CC(C)(C)c1ccc(OCCC(=O)OCC(=O)NC2CCS(=O)(=O)C2)cc1 (centres undefined)	-6	3	3	1	-0.4	10	1	1	6

Continuation:
SMILES	M4 PAM	CHRM5 antagonist	CHRM4 antagonist	CHRM1 antagonist	CRFR2-BP ag	M4 ag	M5 PAM	M1 PAM	M5 ag
COc1ccc(/C=C/C(=O)NCc2nc3ccccc3[nH]2)cc1OC	2	7	3	-3	1.1	2	-2	5	-1
COC(=O)Nc1ccc(Oc2ccccc2)cc1	-1	-2	0	-4	-1.9	0	2	11	-4
NC(=O)NC(=O)CSc1nnc(-c2ccc(Cl)cc2)n1CC1CCCO1 (centres undefined)	8	-5	-13	-18	3.0	1	9	14	4
COc1ccccc1NC(=O)NNC(=O)c1ccc2ccccc2c1O	0	-2	-1	-19	-0.8	2	4	13	-2
Cc1ccccc1Oc1ncnc2oc(-c3ccccc3)cc12	6	12	-7	1	1.6	2	-2	-6	1
Cc1noc(C)c1NC(=O)Nc1ccc2c(c1)C(=O)N([C@H](C)CO)C[C@H](C)[C@@H](CN(C)S(=O)(=O)c1c(C)noc1C)O2	20	-1	-11	-13	1.4	1	10	20	0
O=C(O)CSCNC(=O)CC12CC3CC(CC(C3)C1)C2	2	2	-7	-9	0.1	1	2	7	2
Cc1ccc(-c2cc(-c3ccco3)c3c(N)c(C(=O)NN)oc3n2)cc1	-11	11	-1	0	0.3	7	-5	-1	7
C/C(=C/C(=O)N1CCN(C)CC1)C(=O)O	5	1	2	13	-0.5	1	-6	-6	-2
Cc1cc(C)n(-c2ccc(C(=O)Nc3nc4ccccc4s3)cc2)n1	-1	5	8	-3	0.4	2	-3	4	3
O=C(NC1CC1)c1ccc2c(c1)C1C3CCC(C3)C1C(c1ccccc1)N2 (centres undefined)	-3	4	-2	-8	0.0	0	-4	1	-2
COc1ccc(C2=Nn3c(nnc3C(F)(F)F)SC2)cc1	6	3	-13	-11	-1.9	-1	1	4	-7

Of the compounds above, 5 contain a Cl atom:
SMILES	M4 PAM	CHRM5 antagonist	CHRM4 antagonist	CHRM1 antagonist	CRFR2-BP ag	M4 ag	M5 PAM	M1 PAM	M5 ag
CC1CCC(NC(=O)COC(=O)CCC(=O)c2ccc(Cl)s2)CC1 (centres undefined)	15	0	-6	-22	0.5	2	3	10	4
Cc1cccc(NC(=O)c2sc(Cl)nc2C)c1C	7	3	-3	-5	-2.8	1	-3	5	-2
CCOc1cc(C2C3=C(CCCC3=O)NC3=C2C(=O)CCC3)cc(Cl)c1O	1	1	1	-6	-2.2	1	-4	2	-3
CC1(C)C(C=C(Cl)Cl)C1C(=O)NC(O)C(=O)c1ccccc1 (centres undefined)	1	-6	-8	2	-0.2	0	-2	1	-7
NC(=O)NC(=O)CSc1nnc(-c2ccc(Cl)cc2)n1CC1CCCO1 (centres undefined)	8	-5	-13	-18	3.0	1	9	14	4

Screens deposited in PubChem BioAssay by several laboratories.
